Assay outcomes (PubChem)
USP2a block: qHTS Assay for Inhibitors of Ubiquitin-specific Protease USP2a Using CHOP2 as the Reporter. Potency, µM (series often up to 38.3 µM), for inactives: at the highest dose activity change, negative = inhibition, most hits filed as inhibitors. 330,000 tested, 0.01% active. USP2 core, Ub-CHOP2 coupled fluorogenic reporter, 485/531;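 further: potency means the concentration at half of the fitted maximal effect; plate controls were DMSO wells for no effect and full inhibition by NEM control for full effect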
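USP2 core (10nM final) preincubated 30min RT with compound in 20mM Tris-HCl pH 8.0, 2mM CaCl2, 2mM beta-mercaptoethanol, 0.05% CHAPS; 25nM Ub-CHOP2 plus 25nM reporter substrate added, fluorescence (Ex485/Em531) read after 60min.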
Eya2 inh: qHTS Assay for Inhibitors of the Phosphatase Activity of Eya2. 330,000 tested, 0.006% active. AID 488837, 2010. Potency, µM (top dose mostly 76.9 µM), for inactives: at the top dose activity, negative = inhibition, hits mostly inhibitors. recombinant Eya2, OMFP fluorescence dephosphorylation (OMFP is methylfluorescein phosphate); further: potency means the concentration at half of the fitted maximal effect; on the % scale 0 is the no-effect control and ±100 the full control effect
Target sequence (O00167 whole entry, looked up): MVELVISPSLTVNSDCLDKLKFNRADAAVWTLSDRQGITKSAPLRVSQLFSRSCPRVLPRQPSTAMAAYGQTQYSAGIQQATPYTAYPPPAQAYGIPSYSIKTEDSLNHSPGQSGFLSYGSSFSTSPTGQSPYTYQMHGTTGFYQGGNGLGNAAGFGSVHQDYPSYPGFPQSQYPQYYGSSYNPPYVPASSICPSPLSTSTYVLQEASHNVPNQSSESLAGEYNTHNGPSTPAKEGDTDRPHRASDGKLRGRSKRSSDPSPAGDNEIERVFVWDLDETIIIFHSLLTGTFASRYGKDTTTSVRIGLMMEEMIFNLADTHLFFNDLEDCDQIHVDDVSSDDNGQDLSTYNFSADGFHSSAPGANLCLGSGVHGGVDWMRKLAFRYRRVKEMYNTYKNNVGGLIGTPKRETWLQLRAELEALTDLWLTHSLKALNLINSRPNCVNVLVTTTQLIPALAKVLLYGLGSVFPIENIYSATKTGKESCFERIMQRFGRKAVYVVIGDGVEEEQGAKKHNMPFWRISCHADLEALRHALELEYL
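Eya2 (0.2 uM) preincubated 10 min at ambient with compound, then OMFP substrate added at 50 uM; 10 min reaction in 50 mM HEPES pH 7.5, 50 mM NaCl, 5 uM MgCl2, 0.05% BSA, 1 mM DTT. Fluorescence read at Ex 485/Em 525 nm.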
a7 integrin act: qHTS for Activators of Integrin-Mediated Alleviation for Muscular Dystrophy; alpha7betagal myoblasts, beta-gal FDG fluorescence, 48 h; Potency, µM (series often up to 38.3 µM), for inactives: at the top dose activation, hits mostly activators; 350,000 tested, 0.064% active; AID 624291, 2012;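 further: potency means the concentration at half of the fitted maximal effect; 100% = response of the positive control SU9516; nearly all actives have a fitted effect of over 60% in size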
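Alpha7betagal+/- myoblasts (passage 13) were plated 16-24 hr, then exposed to compounds (1:260 dilution of DMSO stock) for 48 hours at 37C. After MPER lysis, β-galactosidase reporter activity was read as FDG fluorescence (ex 480/em 540) after 30 minutes.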
PTAP TSG101 blk: qHTS Assay for Iinhibitors of HIV-1 Budding by Blocking the Interaction of PTAP/TSG101; Tumor susceptibility gene 101 protein (Homo sapiens), Q99816; Fluorescence polarization, FITC-PTAP peptide / Tsg101 binding; Potency, µM (highest dose often 115 µM), without a hit: at the top dose activity change, negative = inhibition, most hits filed as inhibitors; 340,000 tested, under 10 active; active means well fitted inhibition curve with a large enough effect in the main read-out, with a control signal flat, not every such curve was filed as active; inconclusive means small, poorly fitted or top-dose-only effect, or effect the other way, or a change in a side signal; inactive means no such curve, though single readings can be large or run the other way; further: potency means the concentration at half of the fitted maximal effect; % of control where 0% means no effect
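Fluorescence anisotropy tracks displacement of a FITC-tagged PTAP peptide (50 nM) from the Tsg101 binding domain (10 uM), following a 20 min room-temperature incubation at pH 7.5.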
uPA surface inh: qHTS for Inhibitors of Cell Surface uPA Generation | cell surface uPA generation assay, qHTS | Potency, µM (highest dose often 38.3 µM), without a hit: top-dose activity change, negative = inhibition, most hits filed as inhibitors | 330,000 tested, 0.31% active; active means well fitted inhibition curve with a large enough effect; inconclusive means small, poorly fitted or top-dose-only effect; inactive means no such curve, though single readings can be large or run the other way; tested in mouse RAW 264.7 cells; further: potency means the concentration at half of the fitted maximal effect; on the % scale 0 is the no-effect control and ±100 the full control effect; nearly all actives have a fitted effect of over 55% in size
ASM inhibitor: Inhibitors of Secretory Acid Sphingomyelinase (S-ASM): qHTS; Sphingomyelin phosphodiesterase (Homo sapiens), P17405; placental ASM, HMU-PC fluorogenic substrate, 60 min; AID 504937, 2011; 340,000 tested, 0.006% active; Potency, µM (highest dose often 57.5 µM), for the others: top-dose activity change, negative = inhibition, hits mostly inhibitors; further: potency means the concentration at half of the fitted maximal effect
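Human placenta-derived ASM preincubated with compound 10 min at room temperature, then reacted with 9 uM (final) fluorogenic HMU-PC substrate for 60 min at 37 C. Stop solution raises pH to 10; fluorescence read at Ex 386/Em 447 nm.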
ELG1 genotoxic: qHTS screen for small molecules that induce genotoxicity in human embryonic kidney (HEK293T) cells expressing luciferase-tagged ELG1. HEK293T ELG1-luciferase reporter, luminescence, 16 h. Potency, µM (doses to about 46 µM), without a hit: at the top dose activity change, positive = activation, hits mostly activators. 330,000 tested, 1.3% active. AID 504466, 2011; further: potency means the concentration at half of the fitted maximal effect; % of control where 0% means no effect; nearly all actives have a fitted effect of over 60% in size
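16 hr compound incubation (37 °C, 5% CO2) of HEK293T cells carrying luciferase-tagged ELG1; luciferase then measured by ONE-Glo luminescence after 30 min at RT.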
B2AR arrestin: qHTS assay of beta-arrestin-biased ligands of beta2-adrenergic receptor. Beta-2 adrenergic receptor (Homo sapiens), P07550. beta-arrestin recruitment to beta2AR, cell-based reporter. Potency, µM (series often up to 46.1 µM), for the others: at the top dose activation, most hits filed as activators. 330,000 tested, 0.02% active. AID 492947, 2010;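 further: potency means the concentration at half of the fitted maximal effect; 0% = DMSO controls and full agonism = EC100 isoproterenol or metaproterenol; nearly all actives have a fitted effect of over 65% in size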
Target sequence (P07550 whole entry, looked up): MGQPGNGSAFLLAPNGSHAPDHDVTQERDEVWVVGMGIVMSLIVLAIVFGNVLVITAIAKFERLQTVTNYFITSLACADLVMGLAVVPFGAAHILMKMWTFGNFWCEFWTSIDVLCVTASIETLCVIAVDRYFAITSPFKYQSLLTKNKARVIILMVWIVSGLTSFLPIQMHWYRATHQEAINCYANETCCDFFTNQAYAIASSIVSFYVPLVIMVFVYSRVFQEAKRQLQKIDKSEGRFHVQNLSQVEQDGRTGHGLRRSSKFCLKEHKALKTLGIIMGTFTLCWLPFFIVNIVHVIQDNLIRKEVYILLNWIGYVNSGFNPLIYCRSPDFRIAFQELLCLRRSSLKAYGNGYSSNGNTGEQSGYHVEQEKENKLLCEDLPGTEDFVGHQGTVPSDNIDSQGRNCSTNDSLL
TRPV1 ag: HTS Assay for Compounds that Act as Agonists of the Vanilloid Receptor 1 | TRPV1-expressing cells, Fluo-8 calcium influx, agonist mode | Transient receptor potential cation channel subfamily V member 1 (Homo sapiens), Q8NER1 | AID 540275, 2011 | 320,000 tested, 0.19% active | activation, % at 8.33 µM; in the data active means activation above about 80%; inconclusive means between about 30% and that limit; further: 0% is about no effect
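Fluo-8 calcium influx in TRPV1-expressing cells, kinetic read (ex 480/em 520 nm). Compound added and read 3 min for agonist activity, followed by capsaicin at EC20 final and 2 min further read for enhancement.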
p53 reactivation: qHTS assay for re-activators of p53 using a Luc reporter; H1299 p53-A138V BP100-luciferase reporter, luminescence, 24 h; Potency, µM (series often up to 92.2 µM), inactives show at the highest dose activity change, positive = activation, most hits filed as activators; 320,000 tested, 0.063% active; AID 504706, 2011; further: potency means the concentration at half of the fitted maximal effect; % of control where 0% means no effect; nearly all actives have a fitted effect of over 45% in size
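p53-null H1299 cells stably carrying temperature-sensitive p53-A138V and a BP100-luciferase reporter were pinned with compounds (4-point, 1:5 series) and held 24 hrs at 37 deg C. Luminescence was read 10 min after detection reagent.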
BRCA1 expr up: qHTS Assay to Identify Small Molecule Activators of BRCA1 Expression; AID 624202, 2012; Potency, µM (top dose mostly 46.1 µM), without a hit: at the top dose activation, most hits filed as activators; MCF7-BRCA1-FFLuc reporter, luminescence, 48 h; response scale: scaled: vehicle 0%, 10 µM genistein 100%; 380,000 tested, 1.1% active; further: potency means the concentration at half of the fitted maximal effect; nearly all actives have a fitted effect of over 80% in size; some results filed as inactive show a strong effect at the top dose
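MCF7-BRCA1-FFLuc cells, 2000/well in phenol-red-free MEM, attached 2 h then treated 48 h at 37 C. Luciferase luminescence read 15 min after reagent; normalized to genistein maximum activation (10microM) and DMSO, concentration-response fitted.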
* marks the source's active call; other numbers are inactive results; ? = inconclusive; / = no result given; [ ] = remark or other dose. Unless noted, the call rests on the fitted dose curve; in most records, active means well fitted curve in the direction sought with a large enough effect; inconclusive means small, poorly fitted or top-dose-only effect, or another doubt; inactive means no such curve, though single readings can be large; an effect the other way counts as inactive or inconclusive.

molecule	USP2a block	Eya2 inh	a7 integrin act	PTAP TSG101 blk	uPA surface inh	ASM inhibitor	ELG1 genotoxic	B2AR arrestin	TRPV1 ag	p53 reactivation	BRCA1 expr up
C/C(=N\NC(=O)c1nnn(-c2nonc2N)c1COc1ccc(F)cc1)c1ccc(Cl)cc1	-0.8%	6.2%	-16.7%	0.0%	4.6%	2.0%	4.7%	-0.4%	-2.6	-3.7%	0.1%
O=C(Cc1cccc(NC(=O)C2CCCN(C(=O)C3CC3)C2)c1)Nc1ccc(C(=O)N2CCCCC2)cc1 (stereo not drawn)	/	/	0.0%	-2.3%	-25.2%	4.8%	/	/	/	/	0.9%
CCCCOc1ccccc1NC(=O)c1ccc(=O)[nH]c1	-0.7%	-4.6%	-11.1%	-4.8%	-0.8%	2.0%	4.7%	-0.1%	4.9	1.3%	-1.6%
Cn1c(CSCc2ccccc2Cl)nnc1SCC(=O)Nc1nccs1	1.3%	-0.1%	7.6%	-1.5%	-12.1%	0.8%	?	0.4%	0.4	-11.4%	4.2%
Nc1ccccc1Oc1ccc2ccccc2c1	-4.7%	0.0%	-11.1%	0.2%	-11.8%	-9.4%	-0.2%	0.0%	?	14.6%	39.3%
CCCc1cc(=O)[nH]c(SCc2cccc(C)c2)n1	2.0%	1.7%	-9.6%	-5.5%	/	-7.4%	1.6%	-0.7%	9.4	-4.3%	2.9%
Cc1ccc(C(=O)NCc2ccc(F)cc2)cc1NC1=NC2CS(=O)(=O)CC2S1 (stereo not drawn)	1.8%	-0.1%	-16.5%	-3.1%	1.8%	0.8%	0.0%	-0.3%	2.5	10.0%	-22.0%
CN1CCN(c2nc3ccccn3c(=O)c2/C=C(\C#N)S(=O)(=O)c2ccccc2)CC1	-0.4%	2.5%	3.3%	-3.9%	-3.3%	11.8%	-2.0%	-0.3%	5.8	0.3%	4.8%
COc1ccc(OC(C)C(=O)N(C)Cc2nc(-c3cccc(C)c3)no2)cc1 (stereo not drawn)	1.6%	-15.1%	-10.3%	0.3%	-0.3%	-4.5%	-12.4%	-0.4%	3.3	5.1%	-23.1%
Cc1[nH]n(-c2ccccc2)c(=O)c1/C=N/Nc1nncc(-c2ccccc2)n1	-6.2%	-14.6%	-12.0%	-5.6%	?	-5.9%	?	0.1%	-0.8	?	-83.5%
COc1cc(C(=O)OCC(=O)NCc2ccccc2)cc(NC(=O)c2ccco2)c1OC	-0.2%	3.8%	11.1%	1.9%	-1.3%	2.0%	4.7%	-0.5%	?	1.8%	-79.4%
CC(NC(=O)COc1ccccc1-c1ccccc1)c1ccccc1 (stereo not drawn)	?	-11.8%	18.6%	-0.6%	-2.3%	-2.3%	0.0%	-2.7%	22.5	1.2%	-22.6%
COc1ccc(CN2C3CCCC2CC(NC(=O)Nc2cccc(C)c2)C3)cc1 (stereo not drawn)	-3.9%	-15.4%	-59.6%[inhibitor]	-4.2%	-6.9%	-2.3%	-6.2%	-0.7%	-0.3	-2.6%	-28.9%
Cc1c(C)n(C(=O)CN2CCN(c3ccccn3)CC2)c2ccccc12	3.8%	-14.9%	-19.1%	1.4%	-7.3%	4.4%	-2.4%	0.3%	1.4	12.8%	-25.3%
C=C(C)CCC(C)N1CCC(n2nccc2NC(=O)CCOc2ccccc2)CC1 (stereo not drawn)	0.4%	-6.0%	-15.6%	-3.0%	-4.2%	0.2%	-1.0%	-0.1%	0.3	?	-3.4%
Cc1ccc(-n2c(SCC(=O)N3CCOCC3)nnc2-c2ccncc2)cc1C	-9.7%	3.0%	-5.4%	-2.3%	4.8%	2.8%	-1.2%	-1.7%	13.7	1.9%	1.3%
O=C(NCCCn1ccnc1)/C(=C/c1ccc(F)cc1)NC(=O)c1ccccc1	3.3%	-3.6%	1.2%	-1.9%	-0.1%	33.1%	-6.4%	-0.2%	1.9	0.2%	16.5%
Cc1cc(NN)nc2ccc(Cl)cc12	1.5%	7.6%	-6.6%	-13.4%	-5.8%	56.3%[activator]	2.7%	-0.2%	-7.5	-1.4%	-12.0%
CC(C)c1onc(C(=O)Nc2sc3c(c2C#N)CCC3)c1[N+](=O)[O-]	0.4%	-1.0%	-0.1%	-5.9%	-0.2%	-6.7%	-5.0%	0.1%	0.0	17.8%	-33.0%
CCOC(=O)N1CCN(C(=O)CN(c2ccccc2)S(C)(=O)=O)CC1	-0.6%	-3.3%	1.2%	-2.3%	-1.2%	3.0%	-3.9%	-0.7%	4.3	0.1%	0.0%

molecule	USP2a block	Eya2 inh	a7 integrin act	PTAP TSG101 blk	uPA surface inh	ASM inhibitor	ELG1 genotoxic	B2AR arrestin	TRPV1 ag	p53 reactivation	BRCA1 expr up
Cc1ccc(-c2ccc(/C=N/O)o2)cc1[N+](=O)[O-]	-0.9%	-14.2%	-27.2%	-0.2%	?	-2.1%	?	0.3%	17.2	13.6%	88.7%
Cc1cccc(C)c1OCCCCN1CCCCC1	-0.2%	7.3%	-22.6%	0.5%	-6.4%	5.8%	-2.1%	0.3%	5.1	-1.0%	0.4%
COCCCNC(=O)CSc1ccsc1[N+](=O)[O-]	4.4%	2.4%	2.2%	-0.5%	2.7%	-8.7%	-6.3%	-0.5%	-0.8	5.7%	-8.1%
CCCCN(C(=O)c1cc(CC)c(C)s1)c1c(N)n(CCC)c(=O)[nH]c1=O	1.4%	-14.2%	-0.5%	-0.8%	-2.4%	17.4%	-2.0%	-0.2%	-1.3	-0.9%	-2.3%
OCCC#Cc1ccc(CN2CCN(C3CCCCC3)C(CCO)C2)cc1 (stereo not drawn)	-2.9%	0.1%	10.0%	-3.2%	11.4%	0.2%	0.8%	-0.2%	1.8	-1.3%	3.9%
COc1cc(OC)cc(-c2cn[nH]c2N)c1	0.4%	1.2%	9.2%	-0.2%	-8.6%	2.3%	-0.5%	0.1%	0.9	-3.7%	-23.5%
Cc1cc(Cl)c2oc(C(=O)N3CCN(c4ccncc4)CC3)c(C)c2c1	/	/	-47.2%[inhibitor]	-4.9%	-10.6%	-5.3%	/	/	/	/	-30.9%
N/C(=N\OC(=O)/C=C/c1ccccc1)c1ccncc1	-3.9%	3.2%	-11.7%	-2.8%	-19.4%	-2.1%	?	0.0%	?	26.3%	?
CCOC(=O)c1cnc2ccccc2c1NCc1ccco1	-1.8%	-1.8%	-11.7%	-3.6%	-23.7%	5.8%	-6.4%	-0.9%	/	1.2%	18.6%
Cc1cc(C(=O)CCl)c(C)n1CC1COc2ccccc2O1 (stereo not drawn)	3.7%	-8.4%	-67.2%[inhibitor]	-2.2%	-10.7%	-12.9%	0.9%	0.5%	1.9	13.2%	-32.9%
Fc1ccc(Cn2c(-c3cscn3)nc3ccccc32)c(Cl)c1	0.9%	-3.9%	17.5%	-1.8%	-1.1%	-1.3%	5.5%	0.3%	26.8	-1.5%	-34.6%
CCn1cc(CN2CCc3c([nH]c4ccccc34)C2c2cccc(OC)c2)c(C)n1 (stereo not drawn)	-1.0%	10.3%	-21.8%	-15.9%	-2.1%	36.2%[activator]	-7.0%	0.4%	8.4	0.0%	-25.5%
CC(=O)Nc1ccc2c(c1)nc(CN1CCCC1)n2C	-0.3%	-4.9%	-0.1%	/	8.2%	9.0%	2.4%	0.1%	-0.2	-0.2%	10.0%
